Rhodamine fluor: compound fluoresces in the rhodamine spectral region | max dye-equivalent concentration, M | AID 594 | 59,000 compounds, 0.05% hits | Rhodamine-region fluorescence, 547/598 nm, Tris buffer; stronger effect = higher value; in the data active = max dye-equivalent concentration above about 11 nM; inconclusive = between about 1.1 nM and that limit
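qHTS spectral profiling of compounds without any target or enzyme present, in pH 8.0 Tris buffer; plates were read after a 15-minute room-temperature incubation using the rhodamine-region filter set.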
FLuc inh: blocks Photinus pyralis firefly luciferase activity; purified firefly luciferase, luminescence, 8 min; 72,000 compounds, 2.2% hits; Potency, µM (top dose mostly 57.1 µM), without a hit: at the highest dose activity change, negative = inhibition, actives largely listed as inhibitors; P08659; note: potency is the fitted concentration of half-maximal effect; % is set by controls: 0 for no effect and ±100 for the full control effect; nearly all actives have a fitted effect of over 40% in size
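Substrate buffer containing 10 uM ATP (pH 7.2 imidazole, Mg2+, KCl, detergent, BSA) is dispensed, compound pinned in, then luciferase/luciferin detector mix added. After 8 min at ambient temperature, light output is measured.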
Caspase-1 inhib: blocks human caspase-1 allosterically or competitively | P29466 | Caspase-1 enzyme, Ac-WEHD-AFC fluorogenic rate | Potency, µM (highest dose often 57.5 µM), for the others: at the top dose activity change, negative = inhibition, actives largely listed as inhibitors | 75,000 compounds, 0.03% hits;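 note: potency is the fitted concentration of half-maximal effect; plate controls were vehicle for no effect and no substrate for full effect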
HADH2 inhib: inhibitors of human HADH2 dehydrogenase | 73,000 compounds, 3.4% hits | Q99714 | recombinant HADH2, NADH fluorescence, beta-hydroxybutyryl-CoA | Potency, µM (highest dose often 57.1 µM), without a hit: top-dose activity change, negative = inhibition, actives largely listed as inhibitors; note: potency is the fitted concentration of half-maximal effect; % is set by controls: 0 for no effect and ±100 for the full control effect; nearly all actives have a fitted effect of over 60% in size; many of its hits are not listed in these tables
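20 nM HADH2 + cpd, 15 min RT; add 1 mM NAD+/90 uM beta-hydroxybutyryl-CoA; kinetic fluorescence 360/450 nm, 4 min. Tris-HCl pH 9.0, 0.01% Tween-20.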
Tau filament bind: binds recombinant human tau filaments; Potency, µM (titrated, usually from 57.1 µM), without a hit: at the highest dose activity change, negative = inhibition; recombinant tau filaments, thioflavin S fluorescence, 15 h; filaments grown with octadecylsulfate alongside compound; P10636; 71,000 compounds, 2% hits;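 note: potency is the fitted concentration of half-maximal effect; % is set by controls: 0 for no effect and ±100 for the full control effect; actives lower thioflavin S fluorescence by blocking filaments or displacing dye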
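Quantitative HTS: thioflavine S signal from ODS-induced tau filaments, excited at 450 nm, emission 510 nm. Conditions: 1 uM tau, 30 uM ODS, 15 h at 37 C, pH 7.4.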
ERK AVP inh: vasopressin-driven ERK pathway inhibition; HEK293-V1b, vasopressin-stimulated pERK AlphaScreen; Potency, µM (series often up to 57.5 µM), inactives show top-dose activity, negative = inhibition, hits mostly inhibitors; 72,000 compounds, 0.99% hits; note: potency is the fitted concentration of half-maximal effect; % is set by controls: 0 for no effect and ±100 for the full control effect; nearly all actives have a fitted effect of over 55% in size
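Phosphorylated ERK1/2 detected via AlphaScreen bead proximity in lysates of V1b-expressing HEK293 cells given 25 nM vasopressin for 5 min after 30 min compound exposure (37 °C). AC50 from Hill equation; basal DMSO 0%, vasopressin 100%.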
Casp7 inh: caspase-7 (human) inhibition, allosteric or competitive; P55210; recombinant caspase-7, Ac-DEVD-AFC fluorescence rate; Potency, µM (doses to about 57.5 µM), for inactives: at the highest dose activity change, negative = inhibition, actives largely listed as inhibitors; 75,000 compounds, 0.02% hits; AID 889; active = well fitted inhibition curve with a large enough effect in the main read-out, with a control signal flat, not every such curve was filed as active; inconclusive = small, poorly fitted or top-dose-only effect, or a change in a side signal; note: potency is the fitted concentration of half-maximal effect; % of control where 0% means no effect
USP2a inh: inhibitors of human ubiquitin-specific protease USP2a; USP2a enzymatic assay, qHTS inhibition; AID 927; O75604; 60,000 compounds, 0.1% hits; Potency, µM (series often up to 38.3 µM), for the others: at the top dose activity change, negative = inhibition, actives largely listed as inhibitors;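 note: potency is the fitted concentration of half-maximal effect; nearly all actives have a fitted effect of over 60% in size; plate controls were DMSO for no effect and NEM full inhibition control for full effect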
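Inhibition is measured in a cell-free coupled assay with 20 nM USP2 core, 20 nM Ub-PLA2 and 20 uM NBD C6-HPC, 2.5 h incubation. Activity normalized to NEM control.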
Fluorescein fluor: compound fluoresces in the fluorescein spectral region; 59,000 compounds, 0.91% hits; max fluorescein-equivalent concentration, M; Compound autofluorescence, 480/540 nm, fluorescein-equivalent; stronger effect = higher value; in the data active = max fluorescein-equivalent concentration above about 10 nM; inconclusive = between about 1.1 nM and that limit
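Tris 100 mM pH 8.0; 15 min RT; CCD read, ex 480/em 540 nm. Output: fluorescein-equivalent concentration per compound concentration, from six-point dye series on each plate.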
TexasRed autofl: Texas Red region autofluorescence | AID 587 | 59,000 compounds, 0.06% hits | max dye-equivalent concentration, M | Compound fluorescence, Texas Red channel, 547/618 nm; stronger effect = higher value; in the data active = max dye-equivalent concentration above about 10 nM; inconclusive = between about 1.1 nM and that limit
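Spectral interference profiling: each compound concentration's relative fluorescence, read with a 547 nm excitation and 618 nm emission filter pair, was normalized to a per-plate Texas Red standard curve.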
HEK293 cAMP ctrl: counter-screen for TSHR agonists: cAMP increase in parental HEK293 | AID 938 | parental HEK293 CNG cAMP sensor, membrane potential fluorescence | 73,000 compounds, 2.5% hits | Potency, µM (top dose mostly 57.1 µM), without a hit: at the top dose activation, actives largely listed as activators; note: potency is the fitted concentration of half-maximal effect; % of control where 0% means no effect; nearly all actives have a fitted effect of over 55% in size
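Counterscreen for endogenous-receptor signalling: CNG-channel HEK 293 cells report cAMP rise by membrane depolarization. After 60 min dye equilibration with 100 uM RO 20-1724, compounds incubated 30 min before bottom-read fluorescence at 590 nm.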
Starred values were filed as active, the others as inactive; i = inactive; u = inconclusive; x = no result given; [ ] = remark or other dose. Unless noted, calls come from the whole dose curve; as a rule, active = well fitted curve in the direction sought with a large enough effect; inconclusive = small, poorly fitted or top-dose-only effect, or another doubt; inactive = no such curve, though single readings can be large; an effect the other way counts as inactive or inconclusive.

[1] O=c1/c(=C/c2ccc(CNS(=O)(=O)c3ccccc3)o2)sc2n1CCN=2
[2] CN(C)C(=O)N1CCN(C(=O)c2ccccc2Sc2ccccc2C#N)CC1
[3] Cc1ccc(NC(=O)N2CCCC2C(=O)NCCc2ccccc2)cc1 (configuration not stated)
[4] Cc1c(Cl)cccc1NC(=O)CC1SCCNC1=O (configuration not stated)
[5] COC(=O)c1ccc(C(NC(=O)OCc2ccccc2)/C(C)=C/[C@@H](C)C(=O)NCc2cc(C)on2)cc1 (some centres not stated)
[6] COC(=O)c1cnn2c(C)c(Cc3cccc(F)c3)c(C)nc12
[7] COc1ccccc1-c1cc(C(=O)Nc2cccnc2)no1
[8] CCCC(=N)C1=C(O)CC(CC(C)SCC)CC1=O (configuration not stated)

entry no.	1	2	3	4	5	6	7	8
Rhodamine fluor	i	i	i	i	x	x	i	x
FLuc inh	-5%	1%	1%	1%	x	1%	13µM*	-1%
Caspase-1 inhib	-8%	2%	-1%	-4%	-1%	1%	1%	-2%
HADH2 inhib	-16%	-6%	0%	u	6%	20µM*	-12%	5%
Tau filament bind	-10%	9%	5%	-3%	-5%	17%	-6%	1%
ERK AVP inh	-11%	-5%	3%	10%	-5%	u	-7%	-6%
Casp7 inh	-21%	-1%	0%	-1%	-3%	-1%	-2%	2%
USP2a inh	x	3%	-5%	-8%	x	x	11%	6%
Fluorescein fluor	i	u	u	u	x	x	i	x
TexasRed autofl	u	i	i	i	x	x	i	x
HEK293 cAMP ctrl	4%	8%	-2%	3%	u	7%	18%	1%

[9] COCCOC(=O)/C=C1/NC(=O)CS1
[10] O=C(CCN1CCN(c2ccccc2F)CC1)Nc1ccccc1F
[11] CCCOc1ccccc1C1NC(=O)NC(C)=C1C(=O)OCCOCC (configuration not stated)
[12] Cc1ccc(CSCCNS(C)(=O)=O)cc1
[13] O=C(O)c1ccc(-n2nnnc2Oc2ccccc2C(=O)N2CCOCC2)cc1
[14] CC(c1ccco1)N(C(=O)c1cccs1)c1ccccn1 (configuration not stated)
[15] COc1ccc(OC)c(-n2nnnc2SCC(=O)NCCc2ccccc2)c1
[16] CCOc1ccc(S(=O)(=O)N2CCN(C(=O)c3cccn3C)CC2)cc1

entry no.	9	10	11	12	13	14	15	16
Rhodamine fluor	i	i	i	x	i	i	i	i
FLuc inh	1%	-1%	0%	1%	0%	0%	2%	-1%
Caspase-1 inhib	0%	-2%	0%	-1%	2%	0%	-1%	-1%
HADH2 inhib	1%	9%	-8%	8%	-6%	12%	3%	5%
Tau filament bind	0%	-25%	-5%	-7%	3%	69%	0%	-1%
ERK AVP inh	1%	-4%	-15%	12%	-13%	-3%	10%	-10%
Casp7 inh	1%	-1%	0%	0%	-1%	1%	-1%	-1%
USP2a inh	8%	7%	11%	2%	-9%	-5%	-2%	10%
Fluorescein fluor	u	u	u	x	i	u	u	u
TexasRed autofl	u	i	i	x	i	i	i	i
HEK293 cAMP ctrl	5%	29%	4%	8%	1%	4%	10%	15%

[17] O=C(Nc1ccccc1N1CCCCC1)c1ccccc1F
[18] COc1ccccc1CN1CCCC2(CCN(C(=O)c3cc(C(F)(F)F)cc(C(F)(F)F)c3)CC2)C1
[19] OCCSCc1cc(Cl)cc(Cl)c1O
[20] C/C(=N\O)c1ccccc1C(=O)O
[21] Cc1cccc(-c2nnc(SCc3nc4ccccc4[nH]3)n2Cc2ccco2)c1
[22] N#Cc1c(NC(=O)CSc2n[nH]c(Cc3ccccc3)n2)oc(-c2ccccc2)c1-c1ccccc1
[23] Cc1ccc(OCc2ccoc2C(=O)O)cc1C
[24] O=C(Nc1ccccc1Cl)c1cc(S(=O)(=O)N2CCCC(C(=O)O)C2)ccc1F (configuration not stated)

entry no.	17	18	19	20	21	22	23	24
Rhodamine fluor	i	i	i	i	i	i	i	i
FLuc inh	1%	1%[11.4 µM]	1%[11.4 µM]	-3%	4%	-2%	-5%	-7%
Caspase-1 inhib	3%	0%	1%[11.5 µM]	1%	-6%	0%	-1%	-14%
HADH2 inhib	4%	0%	0%[11.4 µM]	-1%	-3%	-30%	-7%	-4%
Tau filament bind	4%	-22%	1%[11.4 µM]	3%	0%	203%	-8%	-15%
ERK AVP inh	16%	-6%	1%[11.5 µM]	4%	-25%	-12%	u	-6%
Casp7 inh	0%	0%	0%[11.5 µM]	0%	-3%	-1%	-1%	-7%
USP2a inh	u	0%	x	-10%	46%[activator]	33%[activator]	2%	9%
Fluorescein fluor	u	i	i	u	i	i	u	i
TexasRed autofl	i	i	i	i	i	i	i	u
HEK293 cAMP ctrl	u	27%	-4%[11.4 µM]	-2%	13µM*	17%	11%	14%

[25] CCCCc1n[nH]c2c1C(=O)CC(C)(C)C2
[26] CC(=O)c1cc2c(cc1NC(=O)c1cc3nc(C(C)C)cc(C(F)(F)F)n3n1)OCO2
[27] c1ccc(Nc2ncnc3ccc(-c4ccc5c(c4)OCO5)cc23)cc1
[28] O=C1OC(N2CCN(C(=O)C3CCCO3)CC2)c2ccccc21 (configuration not stated)
[29] N=c1c2c(n(Cc3ccc(Cl)cc3)c3c1CCC3)CCC2
[30] COC(=O)c1ccc(N(CC(=O)NC2CCCC2)C(=O)CNC(=O)c2ccco2)cc1
[31] CCCS(=O)(=O)N1CCC(C(=O)NCCCOC(C)C)CC1
[32] C=CCn1c(O)c(C(CC)=Nc2ccccc2NC(=O)CC)c(=O)[nH]c1=O

entry no.	25	26	27	28	29	30	31	32
Rhodamine fluor	i	i	i	i	i	i	i	i
FLuc inh	5%	3%	0%[2.29 µM]	4%	2%	1%	3%	-2%
Caspase-1 inhib	-1%	-1%	-6%	0%	-2%	1%	2%	-4%
HADH2 inhib	-8%	13%	u	-6%	11%	13%	5%	12%
Tau filament bind	-3%	-14%	78%	10%	70%	-2%	3%	-4%
ERK AVP inh	-17%	1%	u	13%	8%	-8%	7%	-1%
Casp7 inh	1%	0%	-9%	-1%	2%	-1%	1%	-1%
USP2a inh	3%	12%	45%[activator]	-5%	-2%	0%	1%	-8%
Fluorescein fluor	i	i	u	i	i	i	i	i
TexasRed autofl	i	i	i	i	i	u	i	u
HEK293 cAMP ctrl	-10%	14%	u	2%	21%	9%	-7%	9%

[33] CC(Nc1nc(N2CCCC2)nc2ccccc12)c1ccccc1 (configuration not stated)
[34] O=c1c2ccccc2nc(-c2ccco2)n1CCCn1ccnc1
[35] O=C(CCn1c(=O)oc2ccccc21)Nc1ccon1
[36] COc1ccc(-c2cc3nc(C)cc(C)n3n2)c(OC)c1
[37] CCOC(=O)N1CCC(Nc2c(Nc3cccc(CC)c3)c(=O)c2=O)CC1
[38] O=C1Oc2ccccc2C(=O)/C1=C\N1C(=O)N/C(=C\c2ccccc2O)C1=O
[39] Cc1cc(C)cc(NC(=O)CN(C)S(=O)(=O)c2cccc3nsnc23)c1

entry no.	33	34	35	36	37	38	39
Rhodamine fluor	i	i	i	i	i	i	i
FLuc inh	0%	-3%	-3%	3%	1%	-1%[11.4 µM]	-2%
Caspase-1 inhib	-3%	-2%	u	-1%	-2%	1%[11.5 µM]	1%
HADH2 inhib	u	-2%	0%	16%	-5%	0%[11.4 µM]	-5%
Tau filament bind	89%	6%	1%	2%	-20%	-3%[11.4 µM]	-14%
ERK AVP inh	4%	-6%	13%	2%	11%	4%[11.5 µM]	11%
Casp7 inh	2%	0%	1%	1%	0%	-7%[11.5 µM]	0%
USP2a inh	17%	-4%	6%	1%	30%[activator]	x	22%
Fluorescein fluor	i	i	i	i	i	u	i
TexasRed autofl	i	i	i	i	i	i	i
HEK293 cAMP ctrl	10%	3%	5%	1%	-2%	0%[11.4 µM]	-5%

Whole records, looked up by structure. Order of values: Rhodamine fluor | FLuc inh | Caspase-1 inhib | HADH2 inhib | Tau filament bind | ERK AVP inh | Casp7 inh | USP2a inh | Fluorescein fluor | TexasRed autofl | HEK293 cAMP ctrl
CCOC(=O)N1CCC(Nc2c(Nc3cccc(CC)c3)c(=O)c2=O)CC1 is listed as i | 1% | -2% | -5% | -20% | 11% | 0% | 30%[activator] | i | i | -2%
O=C1Oc2ccccc2C(=O)/C1=C\N1C(=O)N/C(=C\c2ccccc2O)C1=O is listed as i | -1%[11.4 µM] | 1%[11.5 µM] | 0%[11.4 µM] | -3%[11.4 µM] | 4%[11.5 µM] | -7%[11.5 µM] | x | u | i | 0%[11.4 µM]
COc1ccc(-c2cc3nc(C)cc(C)n3n2)c(OC)c1 is listed as i | 3% | -1% | 16% | 2% | 2% | 1% | 1% | i | i | 1%
O=c1c2ccccc2nc(-c2ccco2)n1CCCn1ccnc1 is listed as i | -3% | -2% | -2% | 6% | -6% | 0% | -4% | i | i | 3%

The list is partial. The share of hits here may be higher or lower than overall.
